HEK293 tox = kills HEK 293 cells; 6.6% of 94,000 active; HEK 293 viability, ATP luminescence (CellTiter-Glo), 48-72 h; Potency, µM (highest dose often 115 µM), without a hit: at the highest dose activity change, negative = cytotoxicity, hits mostly inhibitors; also: potency is read from the fitted curve at half-maximal effect; nearly all actives have a fitted effect of over 60% in size
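Read-out: CellTiter-Glo ATP luminescence. Cells: HEK 293, 250 cells/well. Exposure: 48 or 72 hr, 37 degree Celsius.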
SNCA expr inh = reduces expression of the alpha-synuclein gene | Potency, µM (highest dose often 57.2 µM), inactives show top-dose activity change, negative = inhibition, usual class: inhibitors | HEK-293 SNCA-luciferase knock-in, luminescence, 24 h | 0.17% of 140,000 active | AID 1671194;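 also: potency is read from the fitted curve at half-maximal effect; plate controls were DMSO cells for no effect and cell-free wells for full effect; nearly all actives have a fitted effect of over 45% in size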
HEK293 viab = cell viability loss counter-screen; Potency, µM (highest dose often 57.1 µM), inactives show at the highest dose activity change, negative = cytotoxicity, actives largely listed as cytotoxic; HEK-293-SNCA-luc viability, GF-AFC fluorescence, 24 h; AID 1671193; 0.12% of 150,000 active;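 also: potency is read from the fitted curve at half-maximal effect; 0% = DMSO-treated cells and -100% = medium-only wells without cells; nearly all actives have a fitted effect of over 30% in size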
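HEK-293-SNCA-luc cells (1500/well) plated 24 h, then exposed 24 h to a dilution series; GF-AFC added 30 min at 37C, fluorescence 405/540 nm; normalised to medium-only and DMSO wells, Hill fit.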
GPT2 inhibitor = GPT2 alanine aminotransferase inhibition; Q8TD30; Recombinant GPT2, coupled pyruvate oxidase/HRP Amplex Red fluorescence; Potency, µM (doses to about 57.7 µM), inactives show at the top dose activity change, negative = inhibition, most hits filed as inhibitors; 0.25% of 100,000 active; also: potency is read from the fitted curve at half-maximal effect; nearly all actives have a fitted effect of over 60% in size; many of its hits are not listed in these tables
Target sequence (Q8TD30 whole entry, looked up): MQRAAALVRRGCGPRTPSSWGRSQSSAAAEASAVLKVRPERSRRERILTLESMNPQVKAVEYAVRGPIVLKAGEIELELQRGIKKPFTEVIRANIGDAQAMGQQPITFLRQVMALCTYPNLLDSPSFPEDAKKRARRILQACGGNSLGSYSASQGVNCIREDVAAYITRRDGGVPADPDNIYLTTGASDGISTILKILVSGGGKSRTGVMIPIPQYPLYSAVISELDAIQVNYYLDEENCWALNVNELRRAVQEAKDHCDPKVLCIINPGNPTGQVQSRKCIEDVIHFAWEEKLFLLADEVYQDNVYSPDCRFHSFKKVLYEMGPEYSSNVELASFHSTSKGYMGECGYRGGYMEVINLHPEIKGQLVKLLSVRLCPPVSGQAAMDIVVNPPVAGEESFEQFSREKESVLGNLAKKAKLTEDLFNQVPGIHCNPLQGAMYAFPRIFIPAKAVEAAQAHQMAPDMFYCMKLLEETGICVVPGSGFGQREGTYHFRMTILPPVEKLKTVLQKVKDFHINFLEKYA
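GPT2 10ng/uL, a-KG 250uM, L-Ala 2mM, HEPES pH7.5 + 0.0001% Tween; 30 min RT. Then Amplex mix (PO/HRP/ThPP), 30 min RT dark, fluorescence. AOA 50uM used as positive control.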
FLuc inh = Photinus pyralis luciferase inhibition; P08659; purified P. pyralis luciferase, luminescence, biochemical; 2.5% of 76,000 active; Potency, µM (doses to about 115 µM), for the others: at the top dose activity change, negative = inhibition, usual class: inhibitors; also: potency is read from the fitted curve at half-maximal effect; nearly all actives have a fitted effect of over 65% in size
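Purified P. pyralis luciferase (10nM final) in 50mM Tris acetate pH 7.5, 10mM Mg acetate, 0.01% Tween-20, 0.05% BSA with 10uM D-luciferin and 10uM ATP. Compounds titrated qHTS. Luminescence imaged on CCD.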
IP6K1 inh = blocks human inositol hexakisphosphate kinase 1 | Q92551 | IP6K1 kinase, ADP-Glo luminescence, 2 h; hits give low values | activity change, % (series mostly up to about 58 µM) | 0.81% of 140,000 active; in the data active = activity change below about -25%
Target sequence (Q92551 whole entry, looked up): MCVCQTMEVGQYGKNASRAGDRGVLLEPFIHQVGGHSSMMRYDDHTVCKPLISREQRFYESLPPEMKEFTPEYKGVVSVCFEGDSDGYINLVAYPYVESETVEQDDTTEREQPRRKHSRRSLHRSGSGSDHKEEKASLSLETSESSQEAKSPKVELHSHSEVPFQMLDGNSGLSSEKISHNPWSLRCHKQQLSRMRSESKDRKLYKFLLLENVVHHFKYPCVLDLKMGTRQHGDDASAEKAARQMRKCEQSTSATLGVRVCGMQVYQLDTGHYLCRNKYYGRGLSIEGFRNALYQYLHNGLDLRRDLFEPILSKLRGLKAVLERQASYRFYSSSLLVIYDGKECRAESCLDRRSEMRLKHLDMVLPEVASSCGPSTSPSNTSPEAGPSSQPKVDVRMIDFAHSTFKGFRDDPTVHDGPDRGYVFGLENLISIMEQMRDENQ
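ADP-Glo luminescence measures ADP made by human IP6K1 during a 2 h RT reaction with ATP/IP6 (mix at 1.3 mM/130 uM); top library doses 57.5 and 19.1 uM final.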
3T3 cytotox = kills NIH 3T3 cells. NIH 3T3 viability, CellTiter-Glo ATP luminescence, 48-72 h. Potency, µM (top dose mostly 96.7 µM), for the others: at the top dose activity change, negative = cytotoxicity, usual class: inhibitors. 4.3% of 94,000 active; also: potency is read from the fitted curve at half-maximal effect; nearly all actives have a fitted effect of over 55% in size
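Cytotoxicity was measured by CellTiter-Glo ATP luminescence after 48 or 72 h compound exposure at 37 °C. Mouse NIH 3T3 fibroblasts were seeded at 400 cells/well and dosed by 23 nL pin transfer.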
Numbers without * were called inactive; i = inactive; u = inconclusive; x = not tested or not shown; & = joins results of further samples; [ ] = dose if it differs, or a comment. Unless noted, calls follow the shape of the dose curve; as a rule, active = well fitted curve in the direction sought with a large enough effect; inconclusive = small, poorly fitted or top-dose-only effect, or another doubt; inactive = no such curve, though single readings can be large; an effect the other way counts as inactive or inconclusive. Unless noted, % is scaled to controls: 0 for no effect and ±100 for the full control effect.

SMILES	HEK293 tox	SNCA expr inh	HEK293 viab	GPT2 inhibitor	FLuc inh	IP6K1 inh	3T3 cytotox
CN(C)C(=O)C1CN(C(=O)c2cc(F)ccc2F)CC12CCOCC2 (stereo not given)	i	2%	7%	-13%	-2%	20	i
Cc1sc2c(c1C)c(=O)n(CCc1ccccc1)c(=O)n2Cc1ccc(F)cc1	x	-9%	1%	x	x	25	x
O=C(CCc1ccsc1)N1CCC2(CCCN(Cc3cccnc3)C2=O)C1 (stereo not given)	-1%	6%	5%	-11%	-8%	20	0%
Cc1cc(=O)n(CC(=O)N[C@@H]2CCOC[C@H]2Oc2ccccn2)nc1C	i	17%	9%	i	6%	-4	i
Cc1nc(C(=O)N2CCCC(Cn3cc(-c4ccsc4)nn3)C2)cs1 (stereo not given)	-13%	-17%	-1%	i	-4%	7	-30%
COCCN1CCOc2nc(-c3cc4ccccc4o3)ncc2C1=O	u	8.9µM*	-5%[87.6 µM]	-7%[88.5 µM]	-48%[172 µM]	-6	u
COc1cccc(N2CC(C(=O)N3CCC(C(=O)N(C)C)C3)NC2=O)c1 (stereo not given)	-4%	-19%	10%	i	0%	-5	i
Cc1nn2c(c1-c1ccccc1-c1ccccc1)N(C(=O)Cc1ccccn1)CCC2	u	-20%[87.6 µM]	-2%[87.6 µM]	-7%[88.5 µM]	-3%[172 µM]	21	-4%[138 µM]
COCCN1C[C@H]2CN(C)c3ccccc3[C@@H]2N(C(=O)c2ccc(C)cc2)CCC1=O	u	-6%[25.6 µM]	-5%[23.9 µM]	-9%[27.3 µM]	x	8	-28%[46.1 µM]
COCCc1noc(-c2ccccc2OC2CNC2)n1	-1%	-2%	1%	i	0%	-14	-22%
Cc1nc2c3cccnc3nn2c(C)c1CCC(=O)NCc1ccccc1Cl	x	11%	10%	x	x	19	x
CNC(=O)N1CCC(Cc2noc(-c3ccncc3)n2)C1 (stereo not given)	-1%	-14%	-7%	i	-6%	10	i
Cc1cc(Cl)ccc1NC(=O)N1CCCC(Cn2cnc3cccnc32)C1 (stereo not given)	u	1%	-1%	i	7%	-7	-22%
CCn1ccc(C(=O)N2CCC(c3cc(Cc4ccccc4)[nH]n3)CC2)n1	-5%	27%	-1%	-2%	-12%	-5	u
CCOC(=O)C1CCN(c2cc(C)nc3c(-c4ccccc4OC)c(C)nn23)CC1	x	3%	-3%	x	x	-10	x
COc1ccc(NC(=O)CC2=C3CCCCC3NC2=O)cn1 (stereo not given)	-2%	-24%	6%	i	-4%	10	i
OC[C@H]1C[C@@H](NCc2cccc(Cl)c2)[C@H](O)[C@@H]1O	-4%[230 µM]	1%[87.6 µM]	2%[87.6 µM]	i	0%[230 µM]	-13	i
CCC1=C(C(=O)OC)C(c2ccccc2)N2C(CC(=O)NCC3CC3)=CSC2=N1 (stereo not given)	-10%	11%	-18%	4%	-3%	25	-24%
CNC(=O)c1cc(C2CC2)nc2c1c(C1CCCN([S+](=O)([O-])c3cccs3)C1)nn2C (stereo not given)	u	x	x	x	x	7	u
c1cncc(-c2nc3ccncc3[nH]2)c1	u	4%&0%[87.6 µM]	4%&-4%[87.6 µM]	i	-22%[230 µM]	1&29	u
COc1cc(C)c(C(=O)Oc2cc(C)c(C(=O)Oc3cc(C)c(C(=O)NC(C)C(=O)O)c(O)c3)c(O[C@@H]3O[C@H](CO)[C@@H](O)[C@H](O)[C@H]3OC(C)=O)c2)c(OC)c1 (stereo not given in full)	x	x	16%[23.9 µM]	0%[17.1 µM]	x	-3	x
Cc1cccc(-c2nc3cc(C(=O)NCC(C)C)ccc3o2)n1	u	4%	2%	i	x	-4	u
O=C(NCc1ccc(Cl)cc1)c1cnc2sc(N3CCCCCC3)nn2c1=O	x	29%	-4%	x	x	31	x
C[C@@H]1O[C@@H](O[C@H]2[C@H](OC(=O)[C@]34CCC(C)(C)C[C@H]3C3=CCC5[C@@]6(C)C[C@H](O)[C@H](O[C@@H]7O[C@H](C(=O)O)[C@@H](O)[C@H](O)[C@H]7O)[C@@](C)(CO)C6[C@H](O)C[C@@]5(C)[C@]3(C)C[C@H]4O)O[C@@H](CO)[C@@H]2O)[C@H](O)[C@H](O)[C@H]1O[C@@H]1OC[C@@H](O)[C@H](O[C@H]2OC[C@](O)(CO)[C@H]2O)[C@H]1O (stereo not given in full)	x	x	-22%[12.5 µM]	i[11.5 µM]	x	-5	x
COc1cccc2c1CCCC2CCCN1CCN(C2CCCCC2)CC1 (stereo not given)	x	8%	-14%	i	x	x	x

Filtered by structure: the compounds so far with an NH in an aromatic ring
SMILES	HEK293 tox	SNCA expr inh	HEK293 viab	GPT2 inhibitor	FLuc inh	IP6K1 inh	3T3 cytotox
CCn1ccc(C(=O)N2CCC(c3cc(Cc4ccccc4)[nH]n3)CC2)n1	-5%	27%	-1%	-2%	-12%	-5	u
c1cncc(-c2nc3ccncc3[nH]2)c1	u	4%&0%[87.6 µM]	4%&-4%[87.6 µM]	i	-22%[230 µM]	1&29	u

The list goes on:
SMILES	HEK293 tox	SNCA expr inh	HEK293 viab	GPT2 inhibitor	FLuc inh	IP6K1 inh	3T3 cytotox
CCc1cc(=O)n(CC(=O)Nc2ccc(C)cc2Cl)c(N2CCOCC2)n1	-6%	-29%	-14%	i	-3%	21	u
COc1ccccc1-n1c(=O)c(C(=O)N2CCN([S+](=O)([O-])c3ccc(C)cc3)CC2)nc2cccnc21	-8%	1%	-1%	i	x	19	u
COc1ccc(Cl)cc1-c1ccc2c(c1)C(=O)N1CC[C@H](N)C[C@H]1C(=O)N2	25µM*	-22%[87.6 µM]	-1%[87.6 µM]	0%[88.5 µM]	-9%[172 µM]	-11	32µM*
CN1C[C@@H](NC(=O)c2ccccc2)C[C@H]1c1nc(-c2ccncc2)no1	-1%[172 µM]	-10%[87.6 µM]	0%[87.6 µM]	0%[88.5 µM]	4%[172 µM]	4	-2%[138 µM]
Cc1ccc(CNC(=O)C2CCCN(c3nnc(-n4c(C)ccc4C)s3)C2)cc1 (stereo not given)	x	-3%	-10%	x	x	-2	x
Cc1n[nH]c(C)c1C(NC(=O)c1scc2c1OCCO2)C(=O)O (stereo not given)	i	11%	-4%	0%	7%	5	2%
COc1ccc(C(=O)N2CCCC(Cc3nc(C4CCOCC4)no3)C2)cc1 (stereo not given)	0%	-8%	-22%	i	-10%	11	-15%
CC1=C(C(=O)Nc2ccccc2)C(c2ccccc2C)n2ncc(C(=O)Nc3ccccc3)c2N1 (stereo not given)	x	-10%	-8%	x	x	8	x
CO[C@H]1/C=C\O[C@@]2(C)Oc3c(C)c(O)c4c(O)c(c(C=NN5CCN(C6CCCC6)CC5)c(O)c4c3C2=O)NC(=O)C(C)=CC=C[C@H](C)[C@H](O)[C@@H](C)[C@@H](O)[C@@H](C)[C@H](OC(C)=O)[C@H]1C	x	u	u	i	x	x	x
Cc1ccc(C)c(CNC(=O)Nc2nc(C)ns2)c1	i	-27%	-11%	-5%	0%	0	-12%
COc1cccc(NC(=O)NC[C@H]2O[C@@H](CC(=O)N3CCc4ccccc43)[C@H](O)[C@@H]2O)c1	3%	6%	-10%	-4%	-9%	-8	-26%
COc1ccccc1CNC(=O)C[C@@H]1CCNC[C@@H]1Cc1cc(-c2ccccc2)on1	63µM*	1%[87.6 µM]	-6%[87.6 µM]	-19%[88.5 µM]	11%[172 µM]	-1	79µM*
Cc1cc(C(=O)NC2CCc3nnc(C4CC4)n3CC2)no1 (stereo not given)	u	-23%	-15%	i	-12%	-6	-6%
COc1ccc(CNC(=O)c2ccc(-c3nc(CSc4ccc(C)cc4)c(C)o3)cc2)c(OC)c1	x	6%	0%	x	x	-2	x
CCCn1c(C)cnc1CC1CCN(C(=O)CCOC)CC1	i	42%	5%	i	-2%	1	i
COCC(=O)NC1CCC12CCN(C(=O)c1ccco1)CC2 (stereo not given)	-14%	-2%	-9%	-3%	-1%	-5	1%
COc1ccccc1Cn1cc(C(=O)c2ccc(Cl)cc2)c(=O)c2cc3c(cc21)OCCO3	x	0%	12%	x	x	-9	x
CC1(C)CN(C(=O)c2cn(CCN3CCNCC3)nn2)C[C@]1(C)O	-9%	6%	9%	i	-7%	2	-10%
COc1ccccc1C(=O)Nc1ccc([C@H]2OCC(=O)N(Cc3ccccc3)[C@@H]2CO)cc1	u	23%	3%	1%	-7%	0	u
CC(C)=CCC/C(C)=C/CO[C@@H]1O[C@H](CO)[C@@H](O)[C@H](O)[C@H]1O	x	x	-8%	i	x	-3	x
Cc1ccc(C(=O)N2CCC3(C2)C(=NC2CCCC2)NC(=O)N3c2cc(F)cc(F)c2)cc1 (stereo not given)	-19%	0%	-6%	i	x	6	u
Cc1c(Cl)cccc1NC(=O)C(C)n1nc(C)c2c(C)n(-c3ccccc3)nc2c1=O (stereo not given)	x	-27%	-2%	x	x	23	x
CC(=O)Nc1cccc(-c2nccc3c(=O)cc(-c4ccncc4)oc23)c1	i	1%[87.6 µM]	-4%[87.6 µM]	4%[88.5 µM]	-5%[172 µM]	-15	u
COCCN1CCC(N2CCN(C(=O)c3ccccc3Br)CC2)C1=O (stereo not given)	-1%	-11%	5%	i	4%	16	3%
Cc1ccc(C)c(N2CCN(S(=O)(=O)c3ccc(-c4coc(C)n4)cc3)CC2)c1	x	-16%	4%	x	x	-1	x

(further entries)
SMILES	HEK293 tox	SNCA expr inh	HEK293 viab	GPT2 inhibitor	FLuc inh	IP6K1 inh	3T3 cytotox
Cc1ccc(C(=O)N2CCC(Cc3nncn3C)CC2)cc1N1CCNC1=O	-12%	5%	3%	-4%[11.5 µM]	-5%	16	-7%
CCCCN(C)C(=O)Cn1c(C2CC(=O)N(c3ccc(C)cc3)C2)nc2ccccc21 (stereo not given)	x	7%	u	x	x	21	x
Cc1ccc(-c2nc(C3CC(=O)OC34CCCC4)n(CC(=O)O)n2)o1 (stereo not given)	-5%	-2%	-4%	i	3%	42	1%
Cc1cc(-c2nn(-c3ccccc3F)cc2CN(C)C2CCOC2)c(C)s1 (stereo not given)	u	-10%	-3%	-11%	5%	10	-20%
COc1ccc(NCc2cccn2-c2nnc(N3CCCCCC3)s2)cc1	x	202%[activator]	6%	x	x	12	x
O=C(c1ccc(C(F)(F)F)cc1)N1CCN(C2CCN(Cc3cccnc3)C2=O)CC1 (stereo not given)	-29%	19%	0%	i	2%	19	-16%
CC1=C(C(=O)Nc2ccccc2)C(c2ccccc2C)n2nc(SCC(=O)c3ccc(C)cc3)nc2N1 (stereo not given)	x	u	5%	x	x	-1	x

In the list so far, these have an aryl thioether with sulfur outside any ring:
SMILES	HEK293 tox	SNCA expr inh	HEK293 viab	GPT2 inhibitor	FLuc inh	IP6K1 inh	3T3 cytotox
COc1ccc(CNC(=O)c2ccc(-c3nc(CSc4ccc(C)cc4)c(C)o3)cc2)c(OC)c1	x	6%	0%	x	x	-2	x
CC1=C(C(=O)Nc2ccccc2)C(c2ccccc2C)n2nc(SCC(=O)c3ccc(C)cc3)nc2N1 (stereo not given)	x	u	5%	x	x	-1	x

Source: PubChem BioAssay

Some of the compounds tested; count on the stated rates, not on these rows.
